# ADAM10 inh: human ADAM10 inhibitors, primary screen, biochemical, QFRET, HTS | 370,000 compounds, 0.62% hits | AID 720582, 2013 | recombinant ADAM10, EDANS/DABCYL FRET peptide cleavage, 3 h | Disintegrin and metalloproteinase domain-containing protein 10 (Homo sapiens), O14672 | inhibition, % at 7 µM;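 active means inhibition above a per-campaign cutoff equal to the mean of compounds falling between control-based bounds plus 3 SD, cut at about 20% in these data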;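 further: 0% = DMSO wells while the 100% control is not disclosed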
# SMARCA2 act: SMARCA2 (BRM) function activators, primary screen, cell-based, luminescence, high throughput; MG213 cells, MMTV-luciferase reporter, dexamethasone, overnight; activation, % at 9.1 µM; 370,000 compounds, 1% hits; in the data active means activation above about 7.8%;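 further: 0% = vehicle wells and 100% = reference activator wells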
# GC-A act: GC-A stimulated cGMP production enhancers – HEK293 GC-A cells, cGMP TR-FRET, EC30 ANP, primary screen; Atrial natriuretic peptide receptor 1 (Homo sapiens), P16066; 0% at EC30 ANP, 100% saturating ANP; activation, % at 10 µM; 370,000 compounds, 0.14% hits; in the data active means activation above about 40%
# Target sequence (P16066 whole entry, looked up): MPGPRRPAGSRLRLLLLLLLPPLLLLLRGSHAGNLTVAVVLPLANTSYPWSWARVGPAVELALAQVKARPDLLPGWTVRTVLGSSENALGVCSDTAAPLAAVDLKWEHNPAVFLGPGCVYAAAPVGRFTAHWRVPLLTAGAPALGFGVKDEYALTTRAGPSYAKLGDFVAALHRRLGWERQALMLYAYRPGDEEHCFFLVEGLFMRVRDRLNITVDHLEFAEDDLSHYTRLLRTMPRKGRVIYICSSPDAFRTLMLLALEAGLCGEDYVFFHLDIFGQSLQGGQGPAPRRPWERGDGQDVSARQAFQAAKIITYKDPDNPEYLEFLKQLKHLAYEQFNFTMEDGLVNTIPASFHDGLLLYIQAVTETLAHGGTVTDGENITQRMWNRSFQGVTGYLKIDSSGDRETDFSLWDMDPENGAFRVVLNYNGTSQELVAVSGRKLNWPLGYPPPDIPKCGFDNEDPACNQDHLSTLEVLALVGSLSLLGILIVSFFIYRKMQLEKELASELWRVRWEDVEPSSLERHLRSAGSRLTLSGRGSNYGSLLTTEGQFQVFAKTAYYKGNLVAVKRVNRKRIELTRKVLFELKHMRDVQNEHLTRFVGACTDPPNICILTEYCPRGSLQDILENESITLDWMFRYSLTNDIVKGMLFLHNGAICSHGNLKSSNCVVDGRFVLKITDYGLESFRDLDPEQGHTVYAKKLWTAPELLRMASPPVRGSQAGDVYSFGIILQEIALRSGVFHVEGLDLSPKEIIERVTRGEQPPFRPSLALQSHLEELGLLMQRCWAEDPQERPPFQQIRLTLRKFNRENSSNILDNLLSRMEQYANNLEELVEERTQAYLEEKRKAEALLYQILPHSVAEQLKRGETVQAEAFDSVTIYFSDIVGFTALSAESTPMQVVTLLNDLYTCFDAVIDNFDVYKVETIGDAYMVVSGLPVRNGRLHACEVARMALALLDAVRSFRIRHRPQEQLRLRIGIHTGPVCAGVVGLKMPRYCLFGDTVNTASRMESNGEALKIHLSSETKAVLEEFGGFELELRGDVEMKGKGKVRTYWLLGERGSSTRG
# FXN GAA850 act: FXN promoter activators, primary screen, cell-based, luciferase luminescence, HEK293 lucGAA850 | HEK293 lucGAA850 FXN promoter luciferase reporter, 24 h; percent of 10 µM SAHA response | activation, % at 6 µM | 360,000 compounds, 0.56% hits | AID 540364, 2011;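 active means activation above the average of all compounds screened plus 3 SD, cutoff fixed separately per campaign, cut at about 7.5% in these data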;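 further: 0% = DMSO wells and 100% = 10 µM SAHA wells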
# hgDAF12 agonist: H. glycines DAF-12 receptor agonists, primary screen, cell-based, luminescence, HEK293, GAL4 fusion, UAS-luciferase; 370,000 compounds, 1.8% hits; activation, % at 6.8 µM; HEK293 GAL4-hgDAF12 UAS-luciferase reporter, agonist luminescence; normalized to butyrate control; Nuclear hormone receptor DAF-12 (Heterodera glycines), GAL4 fusion;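 active means activation above a cutoff set at the mean of all screened compounds plus 3 SD, cut at about 10% in these data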;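 further: 0% = DMSO wells and 100% = sodium butyrate wells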
# DAX1 inh-1: DAX1 (NR0B1) inhibitors, primary screen, cell-based, HEK293, Gal4-DAX1, luciferase luminescence; 340,000 compounds, 0.99% hits; HEK293 Gal4-DAX1 luciferase reporter; Nuclear receptor subfamily 0 group B member 1 (Homo sapiens), P51843; inhibition, % at 6.75 µM; AID 504766, 2011;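 active means inhibition above the mean over all tested compounds plus 3 SD, cut at about 4.2% in these data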;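 further: 0% = DAX1-transfected cells with DMSO and 100% = empty-vector control cells with DMSO; inhibition shows as a rise in luminescence from relieved DAX1 repression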
# PG9 binder: binders of HIV-1 gp120 antibody PG9, primary screen, biochemical, TR-FRET | TR-FRET gp120-PG9 antibody binding | inhibition, % at 6.7 µM | 360,000 compounds, 0.43% hits | AID 624416, 2012; in the data active means inhibition above about 8.5%
# ssDAF-12 act: S. stercoralis DAF-12 nuclear receptor activators, primary screen, cell-based, luminescence, HEK293, GRIP1 co-expression, lit1-tk-luc; HEK293 ssDAF-12/GRIP1 lit1-tk-luc reporter; % of 3 µM dafachronic acid response; 370,000 compounds, 1% hits; activation, % at 6.8 µM; Nuclear hormone receptor DAF-12 (Strongyloides stercoralis);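 active means activation above the mean over all tested compounds plus 3 SD, cut at about 0.9% in these data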;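 further: 0% = DMSO-only wells and 100% = 3 µM delta7-dafachronic acid wells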
# hcDAF12 agonist: H. contortus DAF-12 nuclear receptor activators, primary screen, cell-based, luminescence, HEK293, lit1-tk-luc reporter. HEK293 hcDAF-12 lit1-tk-luc reporter; 0% DMSO, 100% Δ7-dafachronic acid. activation, % at 6.8 µM. 370,000 compounds, 1.4% hits. AID 652067, 2013;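 active means activation above the mean of all tested compounds plus 3 SD, cut at about 5.5% in these data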;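 further: 100% = response to 3 µM Δ7-dafachronic acid high control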
# ADAM17 inh: ADAM17 inhibitors, primary screen, biochemical, QFRET. AID 720648, 2013. inhibition, % at 6.95 µM. 370,000 compounds, 0.83% hits. recombinant ADAM17, EDANS/DABCYL FRET peptide cleavage;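 active means inhibition above the mean of compounds lying between control limits plus 3 SD, set per campaign, cut at about 8.5% in these data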;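 further: 0% = DMSO-only wells as the low control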
# DAX1 inh-2: DAX1 (NR0B1) inhibitors on StAR promoter, primary screen, cell-based, luminescence, SF-1 (NR5A1), full-length DAX-1; HEK293T StAR-luciferase reporter, SF-1/DAX-1 repression relief; inhibition, % at 6.8 µM; 370,000 compounds, 1.1% hits; AID 652010, 2013;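 active means inhibition above the mean over all tested compounds plus 3 SD, cut at about 3.6% in these data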;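 further: 0% = DAX-1 cells with DMSO and 100% = cells lacking DAX-1 with DMSO; higher inhibition means more luminescence from relief of DAX-1 repression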
# * marks the source's active call; other numbers are inactive results; i = inactive; / = no result given.
# Letter code: A = ADAM10 inh; B = SMARCA2 act; C = GC-A act; D = FXN GAA850 act; E = hgDAF12 agonist; F = DAX1 inh-1; G = PG9 binder; H = ssDAF-12 act; I = hcDAF12 agonist; J = ADAM17 inh; K = DAX1 inh-2
COCCN(C(=S)Nc1cc(C)ccc1C)C(C)c1cccnc1 (stereo not given)
  A = -9.9	B = -4.2	C = -3.5	D = -0.3	E = 0.4	F = -0.1	G = -0.5	H = -1.4	I = -2.4	J = -1.7	K = 0.0

COc1ccc(NC(=O)Nc2cccc(OC)c2)cc1
  A = 6.5	B = 6.0	C = 3.3	D = 2.9	E = 7.3	F = 0.4	G = 0.7	H = -0.8	I = 1.7	J = -3.3	K = 1.8

COc1ccccc1NC(=O)Cn1c2ccc(F)cc2c2nc3n(c(=O)c21)CCS3
  A = -9.1	B = -2.7	C = -4.0	D = -3.4	E = -0.9	F = -0.2	G = -1.3	H = -0.6	I = -1.2	J = -9.4	K = -0.1

O=C(c1cccs1)N1CCOCC1
  A = -2.3	B = 0.7	C = -1.5	D = -1.1	E = -0.3	F = 0.8	G = 0.4	H = -1.3	I = -1.9	J = -0.9	K = 0.0

COC(=O)C1CN(Cc2cn(Cc3ccc(OC)cc3)nn2)CCS(=O)(=O)N1Cc1ccc(OC)cc1 (stereo not given)
  A = -5.7	B = 2.9	C = 0.3	D = /	E = -0.5	F = /	G = /	H = -1.8	I = -0.7	J = -0.9	K = -1.5

CCOC(=O)Cn1nc(-c2ccccc2)nc1-c1ccccc1
  A = 1.9	B = 4.3	C = 0.1	D = 3.3	E = -0.8	F = 0.1	G = 2.8	H = -1.0	I = -1.4	J = 2.4	K = 0.6

COc1ccc(S(=O)(=O)NNC(=O)Nc2ccc(C)cc2C)c(OC)c1
  A = -0.6	B = -1.1	C = 1.5	D = 1.7	E = 2.3	F = 0.7	G = -2.8	H = -1.0	I = 2.0	J = 4.0	K = -0.2

Cc1ccsc1C(=O)N(CC(C)C)c1c(N)n(Cc2ccccc2)c(=O)[nH]c1=O
  A = -16.2	B = -0.4	C = 4.7	D = 0.1	E = 2.3	F = 0.5	G = 0.0	H = -1.3	I = -0.9	J = 0.1	K = -0.5

CCOc1ccc(CNC(=O)Cn2nc(C)c3c(C)n(-c4ccc(C)cc4)nc3c2=O)cc1
  A = 1.7	B = 0.3	C = -2.3	D = -1.2	E = -3.4	F = 1.3	G = -2.3	H = -0.9	I = -2.0	J = 0.9	K = -0.5

Cc1noc(C)c1C(=O)Nc1sc2c(c1C(N)=O)CCCCC2
  A = -12.6	B = -2.1	C = 3.7	D = 2.8	E = 0.7	F = 0.4	G = -0.3	H = -2.0	I = -0.4	J = -4.9	K = -0.3

# Reformatted as tab-separated lines: 2 of the compounds above
mol	ADAM10 inh	SMARCA2 act	GC-A act	FXN GAA850 act	hgDAF12 agonist	DAX1 inh-1	PG9 binder	ssDAF-12 act	hcDAF12 agonist	ADAM17 inh	DAX1 inh-2
O=C(c1cccs1)N1CCOCC1	-2.3	0.7	-1.5	-1.1	-0.3	0.8	0.4	-1.3	-1.9	-0.9	0.0
Cc1ccsc1C(=O)N(CC(C)C)c1c(N)n(Cc2ccccc2)c(=O)[nH]c1=O	-16.2	-0.4	4.7	0.1	2.3	0.5	0.0	-1.3	-0.9	0.1	-0.5

# Returning to the listing, starting 2 compounds before the break.
# Letter code: A = ADAM10 inh; B = SMARCA2 act; C = GC-A act; D = FXN GAA850 act; E = hgDAF12 agonist; F = DAX1 inh-1; G = PG9 binder; H = ssDAF-12 act; I = hcDAF12 agonist; J = ADAM17 inh; K = DAX1 inh-2
CCOc1ccc(CNC(=O)Cn2nc(C)c3c(C)n(-c4ccc(C)cc4)nc3c2=O)cc1
  A = 1.7	B = 0.3	C = -2.3	D = -1.2	E = -3.4	F = 1.3	G = -2.3	H = -0.9	I = -2.0	J = 0.9	K = -0.5

Cc1noc(C)c1C(=O)Nc1sc2c(c1C(N)=O)CCCCC2
  A = -12.6	B = -2.1	C = 3.7	D = 2.8	E = 0.7	F = 0.4	G = -0.3	H = -2.0	I = -0.4	J = -4.9	K = -0.3

O=C(NCc1ccccn1)Nc1ccc(F)cc1
  A = 5.7	B = 0.4	C = 0.0	D = 1.9	E = 3.2	F = 0.1	G = 1.4	H = -1.3	I = -1.1	J = 0.1	K = 0.2

COC(=O)[C@]12CCCCC=C1N(CCc1ccc(OC)c(OC)c1)C(=O)[C@H](CC(=O)NCc1ccccc1)C2
  A = -0.8	B = -3.2	C = -0.1	D = /	E = -3.7	F = /	G = -1.7	H = -1.6	I = -0.3	J = -0.8	K = 2.4

Cc1ccc(S(=O)(=O)NN2CCCCCC2)cc1
  A = -5.3	B = -0.7	C = 3.1	D = -0.2	E = -1.1	F = -0.8	G = 0.0	H = -1.2	I = -1.7	J = 1.3	K = -0.3

Oc1ccccc1Oc1c(F)c(F)nc(N2CCCC2)c1F
  A = 19.3	B = 0.3	C = -2.0	D = 0.5	E = 1.5	F = -0.2	G = -0.8	H = -1.3	I = 0.8	J = 7.1	K = -0.8

COc1ccc(S(=O)(=O)NCC(=O)NCc2cc(=O)n(C)c(=O)n2C)cc1C
  A = -4.5	B = -6.4	C = -0.8	D = -0.6	E = -0.3	F = 0.8	G = 1.6	H = -0.8	I = -1.5	J = 6.0	K = 0.6

CCc1n[nH]c(=S)n1/N=C/c1c(O)ccc2ccccc12
  A = 7.5	B = -1.6	C = -1.4	D = 3.0	E = -0.8	F = -2.4	G = -1.4	H = -0.8	I = -0.3	J = -134.6	K = -0.1

Cc1ccc(CN(CCO)CCO)cc1
  A = -2.5	B = -0.4	C = 2.3	D = -0.7	E = 0.9	F = 0.4	G = -0.5	H = -1.6	I = 1.9	J = -6.5	K = 1.2

Cc1ccc2nc(Cl)c(/C=N/Nc3nc(C)cc(C)n3)c(=O)n2c1
  A = i	B = -0.6	C = 0.7	D = -2.4	E = 4.8	F = 0.4	G = -4.6	H = -0.6	I = -0.6	J = -326.8	K = -0.7

CCOc1ccc(S(=O)(=O)Nc2nc3ccccc3nc2Nc2ccc(N3CCOCC3)cc2)cc1
  A = -17.8	B = -0.5	C = 1.3	D = 3.0	E = -1.3	F = 0.3	G = -7.0	H = -1.4	I = 0.3	J = -5.7	K = 0.2

Cc1cc(=O)oc2cc(OCC(=O)NCCN3CCOCC3)c(Cl)cc12
  A = -39.8	B = -2.2	C = -7.3	D = -0.7	E = 0.2	F = 1.0	G = 0.3	H = -0.7	I = -1.1	J = -14.4	K = 0.0

Cc1cccc(N2CCN(C3=NC(=O)C(=C4CCCCC4)S3)CC2)c1
  A = -6.5	B = -3.5	C = -7.1	D = -0.4	E = -1.2	F = -1.5	G = 0.0	H = -1.0	I = -1.1	J = -5.0	K = 0.5

CC1(C)CC(N2CCN(C(c3ccccc3)c3ccccc3)CC2)=CC(=[N+]2CCCCC2)C1
  A = 5.5	B = -10.4	C = -7.9	D = -10.4	E = -13.9	F = -6.2	G = 0.3	H = -3.2	I = -5.7	J = -0.6	K = -3.8

# Full records from above. Screens in order: ADAM10 inh	SMARCA2 act	GC-A act	FXN GAA850 act	hgDAF12 agonist	DAX1 inh-1	PG9 binder	ssDAF-12 act	hcDAF12 agonist	ADAM17 inh	DAX1 inh-2
# `Cc1ccc(CN(CCO)CCO)cc1` is entered as -2.5	-0.4	2.3	-0.7	0.9	0.4	-0.5	-1.6	1.9	-6.5	1.2
# `CCOc1ccc(S(=O)(=O)Nc2nc3ccccc3nc2Nc2ccc(N3CCOCC3)cc2)cc1` is entered as -17.8	-0.5	1.3	3.0	-1.3	0.3	-7.0	-1.4	0.3	-5.7	0.2

# Screening results: PubChem BioAssay, several laboratories
